Furin inh = human furin inhibitors, primary screen, biochemical, fluorescence intensity | inhibition, % at 30 µM | 220,000 compounds, 0.061% hits | AID 463115, 2010 | purified furin, fluorogenic substrate cleavage | P09958; in the data active = inhibition above about 25%; also: inactives centre near -15
p97 inhibitor = inhibitors of human p97 ATPase, primary screen, biochemical. Transitional endoplasmic reticulum ATPase (Homo sapiens), P55072. recombinant p97 ATPase, Kinase-Glo ATP luminescence, 3 h. inhibition, % at 8 µM. 220,000 compounds, 0.42% hits. AID 1481, 2009; in the data active = inhibition above about 15%;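 also: 0% = DMSO vehicle and 100% = wells lacking enzyme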
KLK5 inh = human KLK5 protease inhibitors, primary screen, biochemical, 1536-well. recombinant hK5, fluorogenic AMC substrate cleavage. inhibition, % at 5 µM. 210,000 compounds, 0.59% hits;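 active = inhibition of 40% or more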;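 also: 0% = enzyme controls without compound and 100% = no-enzyme blanks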
KCC2 mod = KCC2 cotransporter modulators, thallium flux, primary screen, cell-based, HEK293 KCC2, FluoZin-2 fluorescence, MLSMR. Solute carrier family 12 member 5 (Homo sapiens), Q9H2X9. KCC2 cells, thallium flux FluoZin-2 fluorescence. B-score of Tl+ flux slope (higher = more flux/activation; lower = inhibition) at 10 µM. 190,000 compounds, 2.2% hits. AID 1456, 2008;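 active = thallium flux slope and its plate-corrected score both differing from the plate sample mean at a set confidence after two filtering rounds, in either direction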;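 also: slope of fluorescence scaled to starting intensity during 10 to 20 s after thallium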
FXIIa inh 1536 = human FXIIa protease inhibitors, primary screen, biochemical, 1536-well. purified FXIIa, Boc-QGR-AMC fluorogenic substrate, 2 h. Coagulation factor XII (Homo sapiens), P00748. inhibition, % at 5 µM. 220,000 compounds, 0.3% hits; in the data active = inhibition above about 40%;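 also: 0% = enzyme with no compound and 100% = blank without enzyme; many of its hits are not listed in these tables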
Thrombin inh = human alpha-thrombin inhibitors, primary screen, counter-screen for coagulation protease inhibitor project, biochemical, 1536-well, fluorogenic AMC substrate; Prothrombin (Homo sapiens), P00734; 220,000 compounds, 0.26% hits; Boc-VPR-AMC fluorogenic substrate cleavage; AID 1046, 2008; inhibition, % at 5 µM;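 active = inhibition at or above 40%; inactive = inhibition below 40%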;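 also: 0% = enzyme with no compound and 100% = wells without enzyme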
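Material: human alpha-thrombin protein; Also added: Boc-VPR-AMC substrate, 15 µM final; Timing: enzyme reaction carried out at room temperature; Signal: fluorescence, ex 355 nm, em 460 nm; Measure: % inhibition of thrombin; Controls: enzyme without compound as high, wells lacking enzyme as low.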
Wee1 stabilizer = Wee1 degradation inhibitors, primary screen, cell-based, HeLa, Wee1K328M-luciferase, luminescence | 220,000 compounds, 1.2% hits | reporter increase, % at 5 µM | Wee1-like protein kinase (Homo sapiens), P30291 | HeLa Luc-Wee1K328M stability; 100% = proteasome inhibitor MG132 effect;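 active = activation above the mean of all tested compounds plus 3 SD, set per screening run, cut at about 8.8% in these data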;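 also: cells exposed to compound for 20 h before luminescence read; 0% = DMSO alone and 100% = MG132 at 30 µM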
PERK inh = block of dimerizer-induced PERK translation repression, primary screen, PERK inhibitor project, CHO PERK-DD cells, SEAP luminescence, HTS; AID 1416, 2008; inhibition, % at 5.6 µM; 220,000 compounds, 0.17% hits; CHO PERK-DD fusion, SEAP luminescence translation reporter;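 active = inhibition above the mean inhibition of all tested compounds plus 3 SD, set separately per screening campaign, cut at about 2.9% in these data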;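 also: PERK kinase domain activated by AP20187 dimerizer at 100 nM; 0% = DMSO with dimerizer and 100% = rapamycin at 8.4 µM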
Target sequence (Q9NZJ5 whole entry, looked up, the tested form may be a part): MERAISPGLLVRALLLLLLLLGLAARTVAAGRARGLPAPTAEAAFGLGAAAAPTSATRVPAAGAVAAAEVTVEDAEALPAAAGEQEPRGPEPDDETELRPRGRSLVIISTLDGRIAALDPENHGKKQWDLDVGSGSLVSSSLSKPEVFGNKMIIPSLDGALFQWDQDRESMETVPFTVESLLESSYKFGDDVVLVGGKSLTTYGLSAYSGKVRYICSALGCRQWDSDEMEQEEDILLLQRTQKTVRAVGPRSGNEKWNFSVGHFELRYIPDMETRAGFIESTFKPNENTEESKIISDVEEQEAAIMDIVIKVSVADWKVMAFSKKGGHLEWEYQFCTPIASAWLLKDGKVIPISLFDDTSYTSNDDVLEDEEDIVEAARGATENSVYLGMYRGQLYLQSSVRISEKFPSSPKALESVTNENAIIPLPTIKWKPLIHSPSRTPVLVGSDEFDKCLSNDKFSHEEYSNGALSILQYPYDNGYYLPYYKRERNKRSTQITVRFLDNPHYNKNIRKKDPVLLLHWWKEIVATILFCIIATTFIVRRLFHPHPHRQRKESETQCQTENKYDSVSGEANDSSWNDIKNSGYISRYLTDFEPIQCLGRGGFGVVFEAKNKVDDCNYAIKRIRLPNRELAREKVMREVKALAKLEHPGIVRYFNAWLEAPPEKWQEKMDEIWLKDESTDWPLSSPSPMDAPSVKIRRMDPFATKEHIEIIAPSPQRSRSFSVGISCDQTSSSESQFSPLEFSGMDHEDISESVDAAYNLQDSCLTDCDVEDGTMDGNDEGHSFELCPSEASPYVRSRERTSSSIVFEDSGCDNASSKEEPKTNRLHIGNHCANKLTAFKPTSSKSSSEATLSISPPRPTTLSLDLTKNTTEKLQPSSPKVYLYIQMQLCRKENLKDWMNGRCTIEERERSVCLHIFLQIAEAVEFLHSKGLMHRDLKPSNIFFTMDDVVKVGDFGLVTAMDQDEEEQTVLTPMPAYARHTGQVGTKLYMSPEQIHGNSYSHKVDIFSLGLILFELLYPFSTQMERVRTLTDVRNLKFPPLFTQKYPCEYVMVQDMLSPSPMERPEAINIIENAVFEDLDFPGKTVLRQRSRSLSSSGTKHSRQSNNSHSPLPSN
FXIa inh 1536 = human FXIa protease inhibitors, primary screen, biochemical, 1536-well; purified FXIa, Boc-Glu-Ala-Arg-AMC fluorogenic substrate; inhibition, % at 5 µM; 220,000 compounds, 0.14% hits;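 active = inhibition of at least 40%; inactive = inhibition below 40%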;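 also: fluorescence of freed AMC excited at 355 nm; 0% = enzyme without compound and 100% = no enzyme blank; many of its hits are not listed in these tables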
Active calls of the source: *; · = no result given; [ ] = remark or other dose.

cpd	smiles	Furin inh	p97 inhibitor	KLK5 inh	KCC2 mod	FXIIa inh 1536
1	O=C(Nc1cccc2ncccc12)c1ccc(F)cc1	-9	-4	-21	-3.7	-1
2	CC(C)NCC(=O)C12CC3CC(CC(C3)C1)C2	-19	2	-1	0.047	7
3	O=S(=O)(CCSc1ccc(C(F)(F)F)cn1)c1ccc(Cl)cc1	-10	0	-10	-0.78	5
4	Cc1cccc2cc(CN(Cc3ccc(F)cc3)C(=O)N(C)C)c3nnnn3c12	-15	1	-9	0.39	5
5	N#Cc1cc2c(=O)n3ccccc3nc2n(Cc2cccnc2)c1=N	12[20 µM]	6	·	·	·
6	Cn1ccs/c1=N\S(=O)(=O)c1ccc(C(C)(C)C)cc1	-21[20 µM]	1	0	·	25
7	CCCCn1c(-c2ccoc2C)n[nH]c1=S	-19[20 µM]	2	4	-0.00099	15
8	O=C(CN1C(=O)C2(OCCO2)c2ccccc21)c1ccc(F)cc1	-25	-1	2	-0.64	-6
9	CC(=O)C1=C(C)N(CC2CC2)C(=O)N[C@H]1c1ccccc1	-12	4	-11	-0.032	6
10	O=C(C1CCCCC1)N(CCN1CCCC1)c1nc2ccccc2s1	-22	6	-21	0.04	6

cpd	Thrombin inh	Wee1 stabilizer	PERK inh	FXIa inh 1536
1	-6	-1	0.4	-6
2	-1	-2	1.0	-2
3	-4	0	0.7	-9
4	-6	4	-0.3	-6
5	·	6	0.5	·
6	1	-1	2.1	18
7	3	5	0.1	8
8	-20	0	-0.8	0
9	-1	-1	0.3	-3
10	-16	0	-0.4	-8

Some of the entries so far, field by field:
3) O=S(=O)(CCSc1ccc(C(F)(F)F)cn1)c1ccc(Cl)cc1
  Furin inh = -10
  p97 inhibitor = 0
  KLK5 inh = -10
  KCC2 mod = -0.78
  FXIIa inh 1536 = 5
  Thrombin inh = -4
  Wee1 stabilizer = 0
  PERK inh = 0.7
  FXIa inh 1536 = -9

4) Cc1cccc2cc(CN(Cc3ccc(F)cc3)C(=O)N(C)C)c3nnnn3c12
  Furin inh = -15
  p97 inhibitor = 1
  KLK5 inh = -9
  KCC2 mod = 0.39
  FXIIa inh 1536 = 5
  Thrombin inh = -6
  Wee1 stabilizer = 4
  PERK inh = -0.3
  FXIa inh 1536 = -6

5) N#Cc1cc2c(=O)n3ccccc3nc2n(Cc2cccnc2)c1=N
  Furin inh = 12[20 µM]
  p97 inhibitor = 6
  KLK5 inh = ·
  KCC2 mod = ·
  FXIIa inh 1536 = ·
  Thrombin inh = ·
  Wee1 stabilizer = 6
  PERK inh = 0.5
  FXIa inh 1536 = ·

Other records
cpd	smiles	Furin inh	p97 inhibitor	KLK5 inh	KCC2 mod	FXIIa inh 1536
11	O=C(O)c1ccccc1N/N=C/c1c(Sc2nnnn2-c2ccccc2)nc2ccccn2c1=O	4	-8	1	-1.7	12
12	CC(=O)NC1(c2cccc(F)c2)CCN(C(=O)Nc2ccc(C#N)cc2)CC1	-5[20 µM]	0	3	-0.055	10
13	CN(C)c1ncc([N+](=O)[O-])cc1C(F)(F)F	-10	4	-2	0.61	12
14	CCN(CC)S(=O)(=O)c1ccc(Oc2ccccc2)c(N)c1	-19	2	-14	-0.5	-4
15	COc1cccc(CN2C(=O)N(C(C)C)C(N(O)C(=O)NC(C)C)C2(C)C)c1OC (centres undefined)	-12[20 µM]	-6	-24	-0.092	18
16	COc1cc2c3nnc(-c4ccccc4)c-3cn(Cc3ccccc3F)c2cc1OC	-40	6	-2	-1.3	-1
17	CC(=O)OCc1cc2cccc(C)c2[nH]c1=O	-21	2	0	0.77	-2
18	COc1ccc(CN2CCN(C(=O)c3ccco3)CC2)cc1OCc1ccccc1	-25	-5	-5	-0.066	3
19	CCOC(=O)N1CCC(N2Cc3cccc(C(=O)Nc4cccc(F)c4)c3C2=O)CC1	-13	0	-10	0.63	8
20	Cc1ccc(NC(=O)NC2CCCCC2)cc1Cl	-19[20 µM]	2	-12	·	8

cpd	Thrombin inh	Wee1 stabilizer	PERK inh	FXIa inh 1536
11	-3	-2	0.8	7
12	-2	-1	-0.1	0
13	1	6	0.0	1
14	3	5	1.6	-2
15	3	-2	-0.2	0
16	2	7	1.3	-5
17	-3	0	0.1	-1
18	-4	-2	-1.2	0
19	1	-1	0.1	-1
20	-6	4	1.8	1

(more compounds)
cpd	smiles	Furin inh	p97 inhibitor	KLK5 inh	KCC2 mod	FXIIa inh 1536
21	Cn1c(CNc2cccc(Cl)c2)nnc1SCC(=O)OC1CCCCC1	-8	-7	8	-0.74	10
22	CCN(C(=O)Cn1cc(C(F)(F)F)ccc1=O)c1c(N)n(Cc2ccccc2)c(=O)[nH]c1=O	-31	1	-6	0.33	3
23	COc1ccc(NC(=O)CCN2C(=O)c3ccccc3S2(=O)=O)cc1	-20[20 µM]	-3	-1	0.11	-4
24	Cc1cc(C)cc(NC2=NC3(CCCCC3)N=C(N)N2)c1	-12	-3	-3	·	6
25	COc1ccc(NC(=O)Cc2coc3ccc4ccccc4c23)cc1S(=O)(=O)N1CCOCC1	-14	5	-20	-0.56	-2
26	CCN(CC)S(=O)(=O)c1ccc(C)c(NC(=S)N2CCN(Cc3ccc4c(c3)OCO4)CC2)c1	9	3	-6	-0.23	5
27	CC1(C)CC(=O)c2cn3ncnc3nc2C1	-21[20 µM]	3	-2	1.3	5
28	C#CCOc1c(Cl)cc(/C=N/NC(N)=S)cc1OCC	-12	4	-9	-1.3	9
29	O=C(Nc1cnccn1)Nc1ccccc1Cl	-17	3	4	0.049	7
30	COc1cccc(Nc2nnc(SCc3nc4ccccc4s3)s2)c1	-8	-1	-3	-2.2	12

cpd	Thrombin inh	Wee1 stabilizer	PERK inh	FXIa inh 1536
21	-1	-1	0.1	5
22	-26	0	0.3	-11
23	-5	-1	-0.8	-13
24	-6	3	-0.8	3
25	-11	1	-0.3	3
26	5	-1	-0.3	3
27	-3	0	0.8	-4
28	-2	0	1.4	7
29	-11	0	0.9	-2
30	4	-3	0.8	9

Continued.
cpd	smiles	Furin inh	p97 inhibitor	KLK5 inh	KCC2 mod	FXIIa inh 1536
31	CCOCCCNCC(=O)Nc1ccccc1N1CCOCC1	-27	3	-5	-0.12	20
32	Cc1ccc(OCC(=O)N(C)CC(=O)Nc2ccc(F)cc2)c([N+](=O)[O-])n1	-11	-2	-16	1	5
33	O=S(=O)(c1cc(Cl)sc1Cl)N1CCCC1	-11	-5	-5	-0.82	5
34	CCOC(=O)Cn1c(C)c(Br)c(=O)c2cccc(C)c21	-26	1	6	0.29	-4
35	CCOc1ncccc1C(=O)N(C)CC(=O)Nc1ccc(F)cc1	-12	8	-7	1.9	11
36	O=C(Nc1ccccc1)c1ccsc1	-10	-3	-15	0.31	-4
37	Cc1c(Cl)cccc1NC(=O)C1CCCCC1	-14	2	1	·	9
38	CCCCS(=O)CC(COC)OC(=O)c1ccccc1 (centres undefined)	6	4	-3	0.73	3
39	O=C(Nc1ccc(N2CCOCC2)cc1)c1cc2ccccc2o1	4	-6	1	-0.32	6
40	Cc1ccc2c(c1)N=C(c1ccccc1)CC(C(Cl)Cl)=N2	-9	1	-2	1.4	2

cpd	Thrombin inh	Wee1 stabilizer	PERK inh	FXIa inh 1536
31	2	0	0.1	4
32	-5	0	0.1	-1
33	-2	-3	0.9	0
34	-4	2	-0.4	-3
35	-7	-1	0.2	4
36	-11	-2	0.7	-4
37	-8	-1	0.3	-1
38	-1	-2	1.5	-3
39	2	0	-1.1	-12
40	-3	-1	-1.2	0

(further entries)
cpd	smiles	Furin inh	p97 inhibitor	KLK5 inh	KCC2 mod	FXIIa inh 1536
41	CN1CCN(CC(=O)N/N=C\c2c[nH]c3ccccc23)CC1	-16	1	-8	-3.1	5
42	Cc1cccc(-n2c(O)c(C=Nc3ccccc3-c3n[nH]c(=S)[nH]c3=O)c3ccccc3c2=O)n1	-13	-5	-15	-2.7	0
43	CCc1ccc(OCC(=O)Nc2ccc(CN3CCCCC3)cc2)cc1	-15	-2	-12	1.1	4
44	Cc1ccc(S(=O)(=O)N2CCN(C3CC(=O)N(CCc4ccccc4)C3=O)CC2)cc1C (centres undefined)	-20[20 µM]	-6	6	-1.3	10
45	COCCNC(=O)C1(C)C=CC2(CCCCC2)N1C(=O)c1ccccc1 (centres undefined)	-22	8	-6	0.49	13
46	NC(=O)CN1CCN(S(=O)(=O)c2ccc(Cl)cc2)CC1	-9	-5	-2	0.5	4
47	COc1cc(NC(=O)COC(=O)CNC(=O)c2ccc(C)cc2)c(C)cc1[N+](=O)[O-]	-15	2	-3	-1.3	5
48	C#CCn1c(S(=O)(=O)Cc2ccccc2Cl)nc(-c2ccccc2)c1-c1ccccc1	-26[20 µM]	-2	-4	·	17
49	Cc1ccc(-c2n[nH]c(=O)c3ccccc23)cc1S(=O)(=O)NCCO	-17[20 µM]	2	0	·	9
50	Cc1ccc(NC(C)c2cc(Cl)ccc2O)cc1 (centres undefined)	-3[20 µM]	-1	-7	-0.015	13

cpd	Thrombin inh	Wee1 stabilizer	PERK inh	FXIa inh 1536
41	1	0	0.3	0
42	-11	-1	0.3	-3
43	-3	0	0.4	-5
44	2	9.9*	-0.3	4
45	1	1	-0.8	-1
46	-7	0	0.4	-6
47	0	-1	0.9	11
48	-1	0	0.5	8
49	3	-3	0.4	3
50	2	0	0.8	1

Grouped by structure, those above containing a furan ring, fused or not
cpd	smiles	Furin inh	p97 inhibitor	KLK5 inh	KCC2 mod	FXIIa inh 1536
7	CCCCn1c(-c2ccoc2C)n[nH]c1=S	-19[20 µM]	2	4	-0.00099	15
18	COc1ccc(CN2CCN(C(=O)c3ccco3)CC2)cc1OCc1ccccc1	-25	-5	-5	-0.066	3
25	COc1ccc(NC(=O)Cc2coc3ccc4ccccc4c23)cc1S(=O)(=O)N1CCOCC1	-14	5	-20	-0.56	-2
39	O=C(Nc1ccc(N2CCOCC2)cc1)c1cc2ccccc2o1	4	-6	1	-0.32	6

cpd	Thrombin inh	Wee1 stabilizer	PERK inh	FXIa inh 1536
7	3	5	0.1	8
18	-4	-2	-1.2	0
25	-11	1	-0.3	3
39	2	0	-1.1	-12

Remaining list, next part
cpd	smiles	Furin inh	p97 inhibitor	KLK5 inh	KCC2 mod	FXIIa inh 1536
51	O=C1CC2c3ccccc3C1C1C(=O)N(CCO)C(=O)C21 (centres undefined)	-15	5	4	0.14	9
52	O=C(CC(C(=O)O)C1CCCO1)NCCc1ccc2c(c1)OCO2 (centres undefined)	-10	-5	-1	0.35	5
53	Cn1ccnc1SCC(=O)c1cccc(Br)c1	-9[20 µM]	4	-24	-0.69	22
54	O=C(NCCO)/C(=C\c1ccc([N+](=O)[O-])o1)NC(=O)c1ccccc1	-6	5	1	-0.023	12
55	CCOc1ccc2nc(NC(=O)CSc3nc(-c4ccccc4)c(C#N)c(=O)[nH]3)sc2c1	-27	6	·	-3.2*	15
56	CC(C)(C)c1ccc(C(=O)NNC(=O)C2CCCCC2)cc1	-5	2	-1	0.95	16

cpd	Thrombin inh	Wee1 stabilizer	PERK inh	FXIa inh 1536
51	1	-3	0.5	-2
52	2	-2	0.6	-3
53	5	1	-0.2	-1
54	-3	-1	-0.6	-1
55	1	6	1.2	7
56	-7	-1	1.0	9

Bioassay records: PubChem, several laboratories

No enrichment for hits (roughly 4.4% active in at least one column).
